Assay outcomes (PubChem)
Cycloheximide cs: affects cycloheximide protein synthesis inhibition readout, counter-screen; AID 2314; cell reporter, cycloheximide protein synthesis inhibition counterscreen; max response, %; 12% of 300,000 active; in the data active = max response mostly above about 13%, no sharp cut-off; inactive = mostly below about 14%; also: read at 38.3 µM for the half of the compounds with a filed dose; 0% is about no effect
Pf growth 48h: P. falciparum growth inhibition at 48 hours (one generation); P. falciparum luciferase growth in erythrocytes, 48 h; Potency, µM (doses to about 28.7 µM), for the others: top-dose activity change, negative = inhibition, hits mostly inhibitors; 5.9% of 310,000 active; also: potency is read from the fitted curve at half-maximal effect; % is scaled to controls: 0 for no effect and ±100 for the full control effect
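In quantitative HTS format, infected erythrocytes bearing luciferase-reporter parasites were treated for a single generation at 37 C. Luminescence after adding detection reagent served as the growth measure.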
TbPYK inhibitor: blocks Trypanosoma brucei pyruvate kinase | Q57TT1 | AID 624173 | 0.12% of 410,000 active | Potency, µM (top dose mostly 76.8 µM), inactives show at the top dose activity, negative = inhibition, most hits filed as inhibitors | TbPYK enzyme, Kinase-Glo Plus ATP luminescence, 45 min; also: potency is read from the fitted curve at half-maximal effect; % is scaled to controls: 0 for no effect and ±100 for the full control effect; nearly all actives have a fitted effect of over 50% in size
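Glycolytic pyruvate kinase of T. brucei was incubated with substrate, test compound and 130 uM ADP for 45 minutes at room temperature. Luminescent Kinase-Glo Plus signal was measured after 10 minutes.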
Pf growth 96h: inhibits malaria parasite growth, 96 h; P. falciparum luciferase reporter growth, 96 h; Potency, µM (series often up to 28.7 µM), inactives show at the highest dose activity change, negative = inhibition, most hits filed as inhibitors; 6.9% of 320,000 active; AID 504834; also: potency is read from the fitted curve at half-maximal effect; % is scaled to controls: 0 for no effect and ±100 for the full control effect
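Readout is luminescence from an integrated firefly luciferase in P. falciparum. Red cells, 2% hematocrit and 0.05% parasitemia final, were cultured with compound through two parasite generations (96 hours) at 37 C, 5% CO2.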
Shiga toxin inh: Shiga toxin inhibition; inhibition, % at 38.7 µM; AID 2315; 9.2% of 290,000 active; Vero cells, Shiga toxin protein synthesis inhibition reporter; in the data active = inhibition mostly above about 28%, no sharp cut-off; inactive = mostly below about 43%; also: 0% is about no effect
AmpC inh no detg: blocks E. coli AmpC beta-lactamase in detergent-free assay | P00811 | AmpC nitrocefin hydrolysis, absorbance 480 nm, 0.0001% Triton | Potency, µM (highest dose often 57.1 µM), without a hit: at the highest dose activity change, negative = inhibition, usual class: inhibitors | 0.52% of 330,000 active;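 also: potency is read from the fitted curve at half-maximal effect; plate controls were no compound for no effect and no enzyme for full effect; nearly all actives have a fitted effect of over 20% in size; some results filed as inactive show a strong effect at the top dose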
Target sequence (P00811 whole entry, looked up): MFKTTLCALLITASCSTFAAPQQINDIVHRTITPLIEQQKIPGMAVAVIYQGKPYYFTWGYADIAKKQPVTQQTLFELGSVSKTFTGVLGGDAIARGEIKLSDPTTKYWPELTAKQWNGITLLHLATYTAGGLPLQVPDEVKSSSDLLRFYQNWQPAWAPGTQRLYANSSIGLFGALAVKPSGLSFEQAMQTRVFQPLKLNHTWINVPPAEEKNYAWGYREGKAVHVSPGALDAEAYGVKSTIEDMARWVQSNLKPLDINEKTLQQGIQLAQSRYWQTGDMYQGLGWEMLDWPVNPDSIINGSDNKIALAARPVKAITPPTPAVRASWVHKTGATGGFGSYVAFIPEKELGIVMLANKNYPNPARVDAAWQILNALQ
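AmpC (5.3 nM in the dispensed reagent) in 20 mM phosphate pH 7.0 with 0.01% (detergent screen) or 0.0001% Triton X-100 was preincubated with compounds for 15 min at room temperature. Nitrocefin was then added from an 800 uM solution, and hydrolysis was followed at 480 nm.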
LmPK inhibitor: LmPK (Leishmania mexicana) enzyme inhibition; Q27686; purified LmPK, Kinase-Glo ATP luminescence, 1 h; Potency, µM (doses to about 57.5 µM), for the others: at the highest dose activity change, negative = inhibition, actives largely listed as inhibitors; 0.37% of 290,000 active; AID 1721; also: potency is read from the fitted curve at half-maximal effect; % is scaled to controls: 0 for no effect and ±100 for the full control effect
Target sequence (Q27686 whole entry, looked up): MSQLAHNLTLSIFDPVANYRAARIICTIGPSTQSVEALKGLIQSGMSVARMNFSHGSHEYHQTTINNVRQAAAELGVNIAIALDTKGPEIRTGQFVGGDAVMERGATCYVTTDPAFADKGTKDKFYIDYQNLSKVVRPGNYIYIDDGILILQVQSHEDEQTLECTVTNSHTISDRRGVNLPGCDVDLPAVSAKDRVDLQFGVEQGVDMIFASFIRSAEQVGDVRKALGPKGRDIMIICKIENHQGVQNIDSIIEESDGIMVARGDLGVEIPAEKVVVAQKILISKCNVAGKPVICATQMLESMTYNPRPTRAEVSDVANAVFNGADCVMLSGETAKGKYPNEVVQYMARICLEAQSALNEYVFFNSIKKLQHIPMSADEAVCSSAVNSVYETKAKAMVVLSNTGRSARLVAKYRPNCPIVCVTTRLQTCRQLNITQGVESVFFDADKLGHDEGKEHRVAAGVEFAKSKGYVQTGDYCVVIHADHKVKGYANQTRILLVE
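Pyruvate kinase activity monitored as ATP production (luciferase luminescence). Conditions: 0.1 nM enzyme, 0.5 mM PEP, 0.1 mM ADP, 1 h, RT; normalized against uninhibited and no-enzyme wells.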
Numbers without * were called inactive; ? = inconclusive; / = not tested or not shown; [ ] = dose if it differs, or a comment. Unless noted, calls follow the shape of the dose curve; as a rule, active = well fitted curve in the direction sought with a large enough effect; inconclusive = small, poorly fitted or top-dose-only effect, or another doubt; inactive = no such curve, though single readings can be large; an effect the other way counts as inactive or inconclusive.

SMILES	Cycloheximide cs	Pf growth 48h	TbPYK inhibitor	Pf growth 96h	Shiga toxin inh	AmpC inh no detg	LmPK inhibitor
Cc1ccnc(NC(=O)C2COc3ccccc3O2)c1 (stereo not given)	65*	211%[activator]	1%	207%[activator]	56*	-16%	-14%
O=C(c1cccc(S(=O)(=O)N2CCCC2)c1)N1CCN(Cc2ccccc2)CC1	/	?	-2%	?	/	84%[activator]	/
CCOC(=O)c1c(-c2ccc(C)cc2)csc1NC(=O)c1cc2ccccc2oc1=O	-6	?	-7%	?	-4	-46%	-10%
CCCN(CCC)CCCNC(=O)C(NS(=O)(=O)c1ccc2c(c1)CCC(=O)N2)c1ccccc1 (stereo not given)	-4	?	3%	?	-1	-31%	-5%
COCC1CCN(C(=O)c2oc3c(F)cccc3c2C)C1 (stereo not given)	23*	?	2%	?	33*	34%	-1%
COc1cc(CNc2nc3ccccc3s2)cc(OC)c1OC	12	-3%	2%	27%	-7	-4%	-7%
O=C(O)c1ccc(NCc2nc3ccccc3n2Cc2ccccc2F)cc1	-2	-2%	0%	-4%	-4	-23%	11%
O=C1CCCc2ccccc2N1Cc1ccccc1Cl	-10	-20%	2%	?	-14	-15%	1%
COc1ccc2c(c1OC)C(=O)OC2Nc1ncc(Br)cc1Br (stereo not given)	-5	/	/	?	-4	-16%	7%
Cc1cc(C)cc(NC(=O)N(C)Cc2ccccc2)c1	5	?	-1%	-14%	14	1%	11%
CC(=O)N1CCN(c2ccc(NC(=O)c3ccc4c(c3)OCCO4)cc2)CC1	16	/	0%	0%	20	-23%	5%
CCc1noc(C)c1C(=O)Nc1ccc(F)c(F)c1	/	21%	4%	-1%	/	-4%	/
O=C1c2ccccc2C(=O)N1CCc1nc(-c2ccncc2)no1	-3	/	/	18%	-13	-2%	2%
CC(=O)c1cccc(NC(=O)C2CC(=O)N(CCc3ccccc3)C2)c1 (stereo not given)	6	36%[activator]	1%	?	2	3%	12%
C/C(=N\NC(=O)COc1cccc2ccccc12)c1cccs1	-3	7%	-9%	?	-4	-34%	2%
Cc1cccnc1NC(=O)c1ccc2c(c1)OCCO2	/	87%[activator]	-3%	158%[activator]	/	-6%	/
CC(NCCS(=O)(=O)c1ccc(Cl)cc1)c1cccc(Cl)c1 (stereo not given)	-9	9%	-3%	12%	-10	54%	0%
C[C@H](NC(=O)c1[nH]cnc1C(=O)Nc1ccc(CNC(=O)OC(C)(C)C)cc1)C(=O)OCc1ccccc1	-3	9.3µM*	-2%	30%	-8	-27%	0%
CC1CN(C(=O)c2cc(S(=O)(=O)N3CCCC3)ccc2Cl)CC(C)O1 (stereo not given)	-2	2%	2%	?	4	-9%	0%
Cc1ccc(NS(=O)(=O)c2ccc(C(=O)N3CCOCC3)cc2)cc1	/	3%	-3%	-1%	/	-6%	/
COc1ccccc1NC(=O)CSc1nnc(CC(=O)Nc2cccc(C(F)(F)F)c2)n1C	-6	/	1%	?	-12	-3%	4%
CCN(C(=O)COc1nc(C)cc(C)c1C#N)c1ccccc1	-4	-21%	1%	-15%	13	14%	-3%
COc1cccc(NS(=O)(=O)Cc2ccccc2)c1	-2	19%	2%	/	-19	-23%	2%
CC(=O)N[C@H](C(=O)N[C@@H](C)C(=O)N[C@H](C#N)CC(=O)O)C(C)C	/	5%	/	0%	/	-9%	/
CC(C)Cn1c(SCC(=O)N2CCCCC2)nc2ccccc2c1=O	-4	?	1%	?	13	11%	6%
CCOC(=O)C1=C(C)NC(=S)NC1c1ccc(OC(=O)c2ccco2)cc1 (stereo not given)	0	-3%	-8%	?	14	-29%	0%
Cc1ccc2c(c1)c1c(n2CC(O)Cn2nc(C)c(Br)c2C)CCCC1 (stereo not given)	6	/	-11%	?	17	4%	9%
O=[N+]([O-])c1ccccc1Oc1ncccc1[N+](=O)[O-]	1	1%	4%	30%[activator]	33	-14%[11.4 µM]	3%
CC1CCN(C(=O)Nc2cccc(NC(=O)N3CCC(C)CC3)c2)CC1	8	-31%	4%	-23%[5.75 µM]	8	-20%	2%
CN1CCN(C(=O)C2CCN(c3ncc(C(F)(F)F)cc3Cl)CC2)CC1	-5	-12%	-3%	-4%	-15	80%[activator]	1%
CCOCCSc1nc2c(c(-c3cccs3)c1C#N)CC/C2=C/c1cccs1	-2	-3%	-3%	0%	-8	?	0%
COc1ccccc1N=C1SC(C(=O)Nc2ccc(F)cc2)CC(=O)N1C (stereo not given)	-3	10µM*	-1%	?	0	56%	-1%
C1CCN(Cc2nnnn2C2CCCC2)CC1	4	-24%	-1%	?	18	4%	6%
O=c1c(C(c2ccc(Cl)cc2)c2c(O)nc3n(c2=O)CCCS3)c(O)nc2n1CCCS2	7	6%	-4%	?	14	-14%	6%
CN1CCN(CC(=O)N/N=C\c2c[nH]c3ccccc23)CC1	24	9%	/	-14%	17	?	5%
COC(=O)c1ccc(NC(C)C(=O)OC)c([N+](=O)[O-])c1 (stereo not given)	-1	-1%	-13%	?	-4	-34%	-2%
NS(=O)(=O)c1ccc(NC(=O)CN2C(=O)c3ccccc3C2=O)cc1	-3	86%[activator]	-11%	47%[activator]	2	-13%	-2%
CC1=C(C(=O)N2CCOCC2)C(c2ccc(OC(F)F)cc2)NC(=S)N1c1ccccc1 (stereo not given)	1	-3%	-1%	-26%	-5	-4%[2.29 µM]	-2%
COC(=O)c1ccc(C(=O)NC2CCCc3c2cnn3-c2cc(F)cc(F)c2)nc1 (stereo not given)	13	32%[activator]	-12%	3%	14	11%	-2%
CCCCNC(=O)Nc1ccccc1Br	18	16%	5%	-2%	13	-14%	-3%
CC(C)(CNC(=O)c1cccc(S(=O)(=O)Nc2ccc(Br)cc2)c1)N1CCOCC1	/	-28%	-3%	?	/	-3%	/
C=CCn1c(SCC(=O)Nc2sccc2C(N)=O)nc2ccccc2c1=O	-2	?	-6%	/	-16	-20%	4%
O=C(Nc1ccc2ncccc2c1)c1cc(Cl)ccc1Cl	45*	?	-7%	-19%	34	-3%	-4%
NC(N)=Nc1nc(-c2ccccc2)c2ccccc2n1	-1	12µM*	-4%	-18%	-5	-3%	-3%
CCCS(=O)(=O)c1c(S(=O)(=O)CCC)c2c(C)cccn2c1C(=O)N/N=C/c1cc(O)cc(O)c1	0	?	3%	40%[activator]	8	?	13%
O=C(Nc1cccc2ccccc12)c1ccc([N+](=O)[O-])cc1	14*	27%	1%	7.4µM*	21	-15%	-1%
COc1ccccc1C(=O)COC(=O)c1c(-c2ccccc2)noc1C	/	?	-11%	?	/	-11%	/
O=C(Nc1ccc(S(=O)(=O)N2CCCCCC2)cc1)C1CCCO1 (stereo not given)	7	-17%	-2%	/	24	-4%	0%
CC(C)N(Cc1c(O)ccc2c(=O)c(-c3ccc(Cl)cc3)coc12)C(C)C	18*	0%	-1%	-13%	/	-58%	13%
Cc1ccc2nc(N/N=C/c3ccco3)cc(C)c2c1	51*	?	-5%	11%	72*	-35%	-3%
COC(=O)c1c(NC(=O)C2CCCCC2)sc2c1CC(C)(C)NC2(C)C	-3	15%	-2%	86%[activator]	-5	77%[activator]	-5%
Cc1ccc(CNC(=O)CNC(=O)[C@@H]2Cc3ccccc3CN2)cc1	-7	12%	1%	7%	17	-18%	8%
Cn1c(SCC(=O)N/N=C/c2ccccn2)nnc1-c1ccccc1	-1	10%	0%	-5%	-12	-11%	1%
O=[N+]([O-])c1ccc(Cl)c2c1C1C=CCC1C(c1ccccn1)N2 (stereo not given)	-5	?	-27%	-24%	-4	-28%	-7%
Cc1ccc(N=CC2=C(O)CC(c3ccc(Cl)cc3)CC2=O)cc1 (stereo not given)	-4	9%	1%	-15%	-5	-9%	-2%
Nc1nnc(SCC(=O)Nc2ccc3c(c2)OCCO3)s1	24	38%[activator]	/	/	16	-10%	-2%
CCN1C(=O)[C@H]2[C@@H](c3ccc(-c4cccc(Cl)c4)cc3)N[C@@](Cc3ccccc3)(C(=O)OC)[C@H]2C1=O	/	4.7µM*	-4%	4.7µM*	/	74%[activator]	/
CCC(C)(C(=O)NC1CCCC1)N(C(=O)CNC(=O)c1ccccc1)c1c(C)n(C)n(-c2ccccc2)c1=O (stereo not given)	-2	4%	4%	?	21	19%	0%
CC(C)(C)OC(=O)NCCCCCNC(=O)c1[nH]cnc1C(=O)Nc1cccc(Cl)c1	/	?	0%	?	/	-9%	/
O=C1NC(c2ccc(Cl)cc2)=COc2ccccc21	17	36%[activator]	3%	38%[activator]	3	-31%	2%

A different layout for part of the listing above.
Results follow in this order: Cycloheximide cs | Pf growth 48h | TbPYK inhibitor | Pf growth 96h | Shiga toxin inh | AmpC inh no detg | LmPK inhibitor
- COC(=O)c1c(NC(=O)C2CCCCC2)sc2c1CC(C)(C)NC2(C)C
→ -3 | 15% | -2% | 86%[activator] | -5 | 77%[activator] | -5%
- Cc1ccc(CNC(=O)CNC(=O)[C@@H]2Cc3ccccc3CN2)cc1
→ -7 | 12% | 1% | 7% | 17 | -18% | 8%
- Cn1c(SCC(=O)N/N=C/c2ccccn2)nnc1-c1ccccc1
→ -1 | 10% | 0% | -5% | -12 | -11% | 1%
- O=[N+]([O-])c1ccc(Cl)c2c1C1C=CCC1C(c1ccccn1)N2 (stereo not given)
→ -5 | ? | -27% | -24% | -4 | -28% | -7%
- Cc1ccc(N=CC2=C(O)CC(c3ccc(Cl)cc3)CC2=O)cc1 (stereo not given)
→ -4 | 9% | 1% | -15% | -5 | -9% | -2%

Additional results follow:
SMILES	Cycloheximide cs	Pf growth 48h	TbPYK inhibitor	Pf growth 96h	Shiga toxin inh	AmpC inh no detg	LmPK inhibitor
C=CCn1c(=O)c(C=Nc2cccnc2Cl)c(O)n(CCCC)c1=O	-7	2%	5%	-27%	-7	-8%	3%
Cc1cc(C(=O)O)ccc1NCc1cccnc1	-2	3%	1%	87%[activator]	-4	-2%	5%
O=C(CN1CCC(O)(c2ccccc2F)CC1)NCCc1c[nH]c2ccccc12	-6	?	-11%	/	-4	46%	7%
O=C(Nc1ccccc1)Nc1ccc(S(=O)(=O)N2CCCCC2)cc1	12	?	-2%	-12%	0	-45%	3%
Cc1ccc(C(=O)Nc2sc3c(c2C(=O)O)CCCCC3)o1	37*	-12%	-5%	?	54*	0%	?
C/C(CC(=O)Nc1ccc(N(C)C)cc1)=N\NC(=O)c1ccccn1	33*	72%[activator]	2%	235%[activator]	98*	-4%	0%
COC(=O)C(CCSC)NC(=O)c1cc2c(n(-c3ccccc3)c1=O)CCCC2=O (stereo not given)	16*	-10%	1%	16%	38	-18%	2%
O=C(NCc1ccccc1Cl)c1ccc(Nc2nc3ccccc3n3nnnc23)cc1	9	/	4%	/	11	/	/
N#CC1=C(c2ccc(-c3ccccc3)cc2)COC1=O	11	21%	0%	28%	-4	?	-7%
CC(c1nnc(SCC(=O)Nc2ccc3[nH]c(=O)[nH]c3c2)n1Cc1ccccc1)N(C)C (stereo not given)	-2	/	-9%	39%	-8	-13%	5%
CN(Cc1ccccc1)C(=S)Nc1cccnc1	-1	-17%	0%	-5%	27	-7%	2%
O=C(N/N=C/c1ccc(Cl)cc1)c1cc(-c2cccnc2)nc2ccccc12	10	?	25%	?	-4	-16%	-3%
